# 12-LOX inh: ALOX12 (human) lipoxygenase inhibition; Potency, µM (doses to about 108 µM), inactives show at the top dose activity change, negative = inhibition, hits mostly inhibitors; AID 1671190; purified 12hLO, xylenol orange hydroperoxide absorbance; hit rate 1.1% among 580,000; active = well fitted inhibition curve with a large enough effect; inconclusive = small, poorly fitted or top-dose-only effect, or another doubt; inactive = no such curve, though single readings can be large or run the other way
# Target sequence (P18054 whole entry, looked up): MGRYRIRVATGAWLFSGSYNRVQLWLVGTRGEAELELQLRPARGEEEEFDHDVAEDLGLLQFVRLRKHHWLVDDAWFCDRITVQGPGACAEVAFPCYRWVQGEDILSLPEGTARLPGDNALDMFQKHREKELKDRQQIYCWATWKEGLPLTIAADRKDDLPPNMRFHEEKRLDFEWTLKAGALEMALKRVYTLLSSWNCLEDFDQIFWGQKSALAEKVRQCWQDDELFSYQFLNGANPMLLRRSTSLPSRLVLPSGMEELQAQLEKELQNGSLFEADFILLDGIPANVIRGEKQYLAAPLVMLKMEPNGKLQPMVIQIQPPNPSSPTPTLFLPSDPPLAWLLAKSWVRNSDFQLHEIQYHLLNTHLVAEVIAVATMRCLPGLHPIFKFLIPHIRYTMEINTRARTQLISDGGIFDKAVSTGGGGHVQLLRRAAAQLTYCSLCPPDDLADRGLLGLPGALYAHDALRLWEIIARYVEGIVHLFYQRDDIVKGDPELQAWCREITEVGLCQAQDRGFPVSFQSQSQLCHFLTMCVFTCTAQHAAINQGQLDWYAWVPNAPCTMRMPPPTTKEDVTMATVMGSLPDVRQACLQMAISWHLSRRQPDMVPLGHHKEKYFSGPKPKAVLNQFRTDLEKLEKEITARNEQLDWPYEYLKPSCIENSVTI
#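 Hydroperoxide product was detected by ferrous iron/xylenol orange as the 573 to 405 nm absorbance ratio. Arachidonic acid at 40 uM (final) was turned over for 30 min at room temperature by 150 nM human 12hLO, pH 7.0 Hepes buffer, after 15 min compound preincubation.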
# * = called active by the depositor; ? = inconclusive; [ ] = dose if it differs, or a comment. % is scaled to controls: 0 for no effect and ±100 for the full control effect; potency is read from the fitted curve at half-maximal effect. Some of the compounds tested. The share of hits here may be higher or lower than overall.
12-LOX inh | Compound
-24% | Cc1cccc(NC(=O)CN2C(=O)NC3(CCCCC3)C2=O)c1
52%[activator] | CCn1nccc1C(=O)NC1CCN(c2cc(-c3ccccc3)[nH]n2)CC1
1% | CCNC(=O)[C@@H]1[C@@H](CO)[C@@H]2Cn3c(cccc3=O)[C@H]1N2C(=O)Nc1cc(F)ccc1F
2%[176 µM] | CC(C)N1C(=O)CO[C@H]2CCN(Cc3ccncc3Cl)CC[C@@H]21
86%[activator] | COCCN(C)C[C@@H]1CN(C(=O)c2ccc3c(c2)CCC3)C[C@@H]1CO
0%[22.9 µM] | NCCC[C@H](N)CC(=O)N[C@H]1CNC(=O)[C@H]([C@H]2C[C@H](O)N=C(N)N2)NC(=O)C(=CNC(N)=O)NC(=O)[C@H](CO)NC(=O)[C@H](CO)NC1=O
-5%[176 µM] | COCCC(=O)N1CCNc2cnc(Nc3cccc(C(F)(F)F)c3)nc2C1
-20% | CN(C)c1cccc(CNc2nccc3[nH]c(-c4ccc(F)c(F)c4)nc23)c1
66%[activator][176 µM] | Cc1nn(-c2ccc(C(C)(C)C)cc2)c(C)c1[C@@H]1C=C[C@@H](NC(=O)COCC(=O)O)C1
0% | COc1ccc(CN2C=C(C(=O)OCc3noc(C)n3)C(C)=NS2(=O)=O)cc1
112µM* | Cc1cc(C)c(CNC(=O)c2cc(-c3ccccc3C)cc3c2OCCN3C)c(=O)[nH]1
55%[activator][176 µM] | c1ccc(CC2=NOC3(CCN(Cc4ccccc4)C3)C2)cc1 (centres undefined)
64%[activator] | CC(=O)N1CCC([C@@H]2CN(Cc3ccc(C)s3)C[C@H]2CO)CC1
24% | Cc1nc2scc(CC(=O)NCc3ccco3)n2c(=O)c1-c1cc(C)n(-c2cccc(F)c2)n1
-1% | CN(Cc1cn[nH]c1-c1ccccc1)CC1CCCN(CCc2ccc(F)cc2)C1 (centres undefined)
26%[176 µM] | CN1CCN(C(=O)[C@@H]2CCC[C@@H](NCc3nccn3C)CN(C)C(=O)C2)CC1
-11% | NC(=O)N1CCCC(C(=O)N2CCN(c3nsc4ccccc34)CC2)C1 (centres undefined)
-15%[57.4 µM] | CC(C)Oc1cc(Nc2nc(N[C@@H](C)c3ccc(F)cn3)ncc2Cl)[nH]n1
3% | C[C@@H]1CN([C@@H](C)CO)C(=O)CCCn2cc(nn2)CO[C@H]1CN(C)C(=O)CCC(F)(F)F
37%[activator] | COCC[C@]1(O)CCN(C(=O)c2ccc(OCC(N)=O)cc2)C[C@H]1C
-2% | Cc1ccc(CCC(=O)N2C[C@@H](C)[C@@](C)(O)C2)cc1C
? | Cc1nc(-c2c3n(c(=O)n(CC(=O)Nc4ccccc4C)c2=O)CCCCC3)no1
53%[activator] | O=C(CCc1cc2n(n1)CCCN(Cc1ccccc1)C2)N1CCOCC1
? | CCc1noc(-c2cn(C3CCN(C(=O)c4cccc5[nH]ccc45)CC3)nn2)n1
10% | CCNC(=O)CCc1c(C)nn(-c2ccccc2)c1Oc1ccccc1F
-5% | CC1=C[C@@H](CN2CCN(CCO)CC2)[C@H](C(C)C)C[C@H]1Cc1nnc(-c2ccncc2)o1
8% | COc1ccc(-c2cc(N3CCN(C(=O)c4ccc(N(C)C)cc4)CC3)n[nH]2)cc1
1% | O=C(c1ccc2[nH]ncc2c1)N1CCOCC12CCN(Cc1cccc(OC(F)(F)F)c1)CC2
0%[6.33 µM] | NCCC(=O)N1CCC2(CC1)C(=O)NCN2C(=O)Cc1cccc(Cl)c1
11% | Cc1ccccc1NC(=O)NCC1CCOCC1
7% | N#Cc1ccc(C(=O)N2CCCC(n3cc(-c4nc(-c5ccccc5)no4)nn3)C2)cc1 (centres undefined)
0% | Cn1cc(Cl)cc1C(=O)N[C@H](C1CCNCC1)C1CC(O)C1 (some centres undefined)
6% | O=C1CC(c2ccccc2)N(C(=O)CNC(=O)c2cc3ccccc3[nH]2)CCCCCCN1 (centres undefined)
49%[activator] | CC(=O)N1CCN(Cc2nnc3cc(-c4nc(-c5ccccc5)no4)ccn23)CC1
-4% | COc1ccc(-c2cc(CC3(N(Cc4ccc(CO)o4)Cc4ccc(CO)o4)COC3)no2)cc1
50%[activator] | CCOc1cccc(CN(CCO)Cc2nccn2-c2ccc(OC)cc2)c1
? | Cc1cccc(OCC2(CNC(=O)C3CCCC3)C[C@@H](O)[C@@H](O)C2)n1 (some centres undefined)
? | COCc1nc(NCCCN2CCOCC2)cc(C2CC(N)C2)n1 (centres undefined)
6% | COCCN(CCOC)C(=O)[C@@H](C)C1CC[C@@]2(C)CC[C@H](NC(=O)COC)[C@@H](C)[C@@H]2[C@H]1O (some centres undefined)
21% | Cn1cc(CN2C[C@H](C(=O)NCc3cccnc3)C[C@H]2c2cccc(C(F)(F)F)c2)cn1
10% | COC(=O)CC1CCN(C(=O)CC[C@H]2NC(=O)c3ccccc3NC2=O)CC1
? | O[C@H]1CC[C@@H](Cc2cc(CN3CCOCC3)on2)O[C@@H]1CNCc1ccccc1Cl
24% | CN(C)C[C@@H]1CN(S(C)(=O)=O)C[C@H]1NC(=O)c1cscn1
31%[activator] | O=C([C@@H]1C[C@H](F)CN1S(=O)(=O)Cc1ccccc1)N1CCOCC1
4%[176 µM] | c1c(CC2CCCCC2)nnn1[C@H]1CO[C@H]2[C@@H]1OC[C@@H]2NCC1CCCCC1
71%[activator][176 µM] | O=C(c1ccccc1)N1CCN2C(=O)N(C3CCOCC3)C[C@H]2C1
-14% | O=C(C(=O)N1CCC(CNS(=O)(=O)c2ccc3ccccc3c2)CC1)c1cc2ccccc2o1
-9% | CCOC(=O)C1=C(C(=O)OCC)C2N(Cc3ccc(Br)cc3)c3ccccc3[C@@]23C[C@@H](C(=O)OC)N(S(=O)(=O)c2ccc(Br)cc2)C3=N1 (some centres undefined)
-5% | O=C1Nc2ccccc2CC12CCN(Cc1ccc(C(F)(F)F)cc1)CC2
54%[activator] | C=CCCC(CN1CCOCC1)Oc1ccc(Cn2ccnc2)cn1 (centres undefined)

# Ordered by formula weight (lowest first): part of the list above.
12-LOX inh | Compound
0%[6.33 µM] | NCCC(=O)N1CCC2(CC1)C(=O)NCN2C(=O)Cc1cccc(Cl)c1
10% | COC(=O)CC1CCN(C(=O)CC[C@H]2NC(=O)c3ccccc3NC2=O)CC1
? | O[C@H]1CC[C@@H](Cc2cc(CN3CCOCC3)on2)O[C@@H]1CNCc1ccccc1Cl

# Reformatted field by field: entries from further up
canonical_smiles: COc1ccc(-c2cc(CC3(N(Cc4ccc(CO)o4)Cc4ccc(CO)o4)COC3)no2)cc1
  12-LOX inh: -4%
canonical_smiles: CN(C)C[C@@H]1CN(S(C)(=O)=O)C[C@H]1NC(=O)c1cscn1
  12-LOX inh: 24%
canonical_smiles: O=C([C@@H]1C[C@H](F)CN1S(=O)(=O)Cc1ccccc1)N1CCOCC1
  12-LOX inh: 31%[activator]
canonical_smiles: N#Cc1ccc(C(=O)N2CCCC(n3cc(-c4nc(-c5ccccc5)no4)nn3)C2)cc1 (centres undefined)
  12-LOX inh: 7%

# More compounds:
12-LOX inh | Compound
43%[activator] | CCCCc1nn(CC(=O)N2CCCCCC2)c(=O)n1Cc1ccccc1
41%[activator] | Cc1cc(C[C@@H]2COC[C@@H]2NC(=O)C2CCN(C(=O)C3CC3)CC2)on1
72%[activator] | COc1cc(-n2cnnn2)cc(-n2ccnc2-c2cc3n(n2)CCNC3)c1
11% | Cc1ccc(C)c(OCC(=O)c2ccc3c(c2)N(CCCC(=O)N2CCOCC2)C(=O)CO3)c1C
87%[activator] | CN(C)C[C@@H]1CN(C2CCOCC2)C[C@H]1NC(=O)c1n[nH]c2ccccc12
? | CC1=C[C@@H](CNS(C)(=O)=O)[C@H](C(C)C)C[C@H]1Cc1nnc(-c2ccccc2F)o1
25% | CCC(=O)N1CCC(Cn2c(C)cnc2C2CC2)CC1
-5%[6.33 µM] | CN(C)C(=O)N1CCN([S+](=O)([O-])c2ccc(Cl)nc2)C(=O)C1
7% | CNC(=O)N1CCC(C2CCN(C(=O)CSC)C2)CC1 (centres undefined)
-7% | O=C(N[C@H](C(=O)N1CCC[C@H]1C(=O)NCc1ccccc1)c1ccccc1)C1CCCC1
65%[activator][176 µM] | COc1ccc(CN2Cc3[nH]cnc3C[C@H]2c2nc(C(C)C)no2)cc1
40% | CN(C)CC(=O)Nc1ccc(OC2CCN(C)CC2)nc1
18% | Cc1noc([C@H]2CCN(C(=O)c3ccc4ccccc4n3)C[C@H]2NC(=O)C2CC2)n1
13% | O=C([C@@H]1C[C@H](F)CN1S(=O)(=O)c1ccc(Br)cc1)N1CCCCC1
22% | Cc1ccc(-c2ccnc(-n3ncc(C(=O)NC[C@@H]4CCCN5CCCC[C@H]45)c3C3CC3)n2)o1
-16%[57.4 µM] | O=C(Nc1ncc(-c2cc(C(F)F)nn2-c2c(Cl)cccc2Cl)s1)C1CC1
12% | COc1ccc(C(=O)N2CCCC2C(=O)Nc2ccccc2Oc2cccnc2)o1 (centres undefined)
33%[activator] | Cc1cc(=O)n(CC(=O)Nc2cccc(Cl)c2)c(N(C)Cc2ccccc2)n1
13% | COc1ccccc1CNC(=O)C1CCN(Cc2nc(-c3ccc(Cl)cc3)oc2C)CC1
45%[activator] | N#Cc1ccc(C(=O)N2CCc3[nH]nc(C(=O)NCCCc4ccccc4)c3C2)cc1
-6%[6.33 µM] | O=C(c1cc(C2CC2)nc2c1c(C1CCCN1)nn2-c1ccccc1)N1CCC(F)CC1 (centres undefined)
1% | CCOCC(=O)N1CCC(Oc2nccnc2N(C)C)C1 (centres undefined)
53%[activator][176 µM] | COC(=O)c1ccc2c(c1)nc1n2[C@@H](CNC(C)=O)COC1
14% | Cc1ccc(CN(C(=O)c2ccco2)c2ccc(CC(=O)N3CCOCC3)cc2)cc1
5% | Cc1ccc(S(=O)(=O)N2CCC(n3cnnc3-c3ccccc3)CC2)cc1C
-25% | COC(=O)[C@]12C[C@H](CC(=O)N3CCC(c4ccccc4)CC3)C(=O)N(CCC3=CCCCC3)C1=C[C@H](C(C)(C)C)O[C@@H]2C
29% | O=C(C1CCC1)N1CCN(Cc2ccccc2)CC(O)C1 (centres undefined)
? | Cn1cc(CC(=O)N2CCCc3ncc(C(=O)NCCc4ccccn4)cc32)c2ccccc21
44%[activator] | CC1(c2ccccc2)N(Cc2cccnc2)C(=O)OC12CCN(Cc1ccccc1O)CC2 (centres undefined)
14%[176 µM] | COCC(=O)N1CCN(C(C)=O)C[C@@H]1C(=O)N[C@H](C)C(=O)OC
46%[activator] | CCCN(CC1CCOC1)C(=O)Nc1ccccc1C (centres undefined)
4% | CC(C)CCNC(=O)CN1C(=O)NC2(CCCCC2)C1=O
-27%[57.4 µM] | CC[C@@H](C)[C@H](NC(=O)[C@H](CC1CCCCC1)NC(=O)c1ccno1)C(=O)N1CCC2(CCc3ccccc32)CC1
15% | COc1ccc(-c2nc(C)nc3c2CCN(C(=O)c2ccccn2)CC3)cc1
28% | O=C(c1ncn[nH]1)N1CCc2ccc(S(=O)(=O)NCC3CCCO3)cc2C1 (centres undefined)
77%[activator] | O=C(C1CCc2ncc(-c3ccsc3)n2C1)N1CCN(c2ccccn2)CC1 (centres undefined)
-1% | O=C(c1ccc(F)c(F)c1)N1CCCC(c2noc(COc3ccccc3F)n2)C1 (centres undefined)
21% | COc1cc(NC(=O)CC2CCCN(c3cnn(C)c(=O)c3)C2)cc(OC)c1 (centres undefined)
? | CCC(=O)N1CCc2c(C(=O)NCc3ccc(OC)cc3)cccc21
18% | O=C1NCCCCCCN(C(=O)Nc2ccc(F)cc2)[C@H]2CCC[C@@H]12
0% | Cc1cccc(NC(=O)NCC2Cn3cccc3C(=O)N2C)c1 (centres undefined)
55%[activator] | O=C(NCc1ccncc1)C1CN(Cc2ccc(Br)cc2)CC12CCOCC2 (centres undefined)
40%[activator][176 µM] | CNC(=O)c1c(-c2cnn(C)c2NCCc2ccccc2)noc1C
3% | COCCOC1CN(C2CCN(CC3CCCCC3)CC2)C12CCCCC2 (centres undefined)
12% | O=C(Nc1cc(F)c(F)c(F)c1)N1CCC(N2CC3CC(C2)[C@H]2CCCC(=O)N2C3)CC1 (some centres undefined)
-1% | COCCN1CCC2(CCC1=O)CCN(C(=O)Nc1ccc(C)cc1C)CC2
20% | CC(=O)Nc1ccccc1-c1nc(CNC(=O)c2cc(C)ccc2C)c(C)o1
29% | CCCN1C(=O)Cc2ccccc2C1C(=O)NCc1cccc(C)c1 (centres undefined)
26% | CN(C)C(=O)N1CCCC(c2nc(-c3ccccc3)no2)CCNC(=O)CC1 (centres undefined)
30%[activator] | CCc1noc(CN2CCC3(CC2)CN(CCc2ccccc2)C(=O)O3)n1

# (cont.)
12-LOX inh | Compound
66%[activator][176 µM] | COc1ccccc1C(O)c1nc(Nc2ccc(C(C)C)cc2)n[nH]1 (centres undefined)
70%[activator][176 µM] | COC(=O)[C@@H]1Cc2ncn(Cc3ccc(OC)cc3)c2CN1Cc1cccc(C#N)c1
? | CO[C@H]1C(=O)N(C2CCN(C(=O)c3ccnn3C)CC2)[C@H]1c1ccncc1
26% | CCn1nccc1C(=O)N1CCCn2cc(-c3ccccc3)nc21
12% | COc1ccc(CNC(=O)C(C)C2CCOCC2)cc1 (centres undefined)
2%[176 µM] | COc1ncccc1CNC[C@H]1O[C@@H]2C[C@@H](CC(=O)NC(C)C)O[C@@H]2[C@@H]1O
6% | CCOc1cc(=O)n2c(c1C(=O)NCc1cccc(OC)c1)CCCC2
-41%[176 µM] | CN(C)c1ccc(-c2noc([C@@H]3CCCN3CC3CCCCC3)n2)cn1
-1%[6.33 µM] | Cc1ccc([S+](=O)([O-])c2nnn3c2nc(N2CCC(F)CC2)c2ccccc23)cc1
22% | CC(=O)Nc1ccc(NC(=O)CN2C(=O)NC3(CCS(=O)(=O)CC3)C2=O)cc1
-3%[176 µM] | COCCOc1cc(C)c2c(c1C)C[C@H](C(C)C(=O)N1CCCCC1)CC2 (some centres undefined)
